Pf gametocyte – P. falciparum stage V gametocyte viability inhibition. inhibition, % at 10.9 µM. hit rate 0.065% among 150,000. P. falciparum stage V gametocytes, ATP luminescence, 24 h;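 active means inhibition above the mean plus 3 SD of compounds within the control limits, set per campaign, cut at about 38% in these data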;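 further: 0% = DMSO wells and 100% = medium only without gametocytes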
HRas wt GTP bind – human HRas wildtype GTP binding, change in either direction. P01112. GST-Ras wt beads, Bodipy-FL-GTP binding, flow cytometry; actives lie on both sides. GTP binding activity, % at 10 µM. hit rate 0.14% among 190,000. AID 759;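 active means GTP binding activity at least 20% away from the 100% baseline, either lowered as inhibitor or raised as activator; inconclusive means flagged as likely green fluorescent, judged across all proteins in the well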;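 further: 0% = unlabeled GTP competition control and 100% = no-compound control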
Target sequence (P01112 whole entry, looked up): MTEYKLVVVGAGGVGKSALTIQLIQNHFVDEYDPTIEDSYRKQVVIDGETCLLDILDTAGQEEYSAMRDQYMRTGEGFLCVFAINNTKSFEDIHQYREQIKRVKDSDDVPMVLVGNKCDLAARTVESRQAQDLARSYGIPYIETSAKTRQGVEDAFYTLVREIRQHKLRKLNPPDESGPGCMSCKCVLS
Rab7 wt modul – dog Rab7 wildtype GTP binding, inhibitors and activators; GST-Rab7 beads, fluorescent GTP binding, flow cytometry; actives lie on both sides; untreated = 100%, excess cold GTP = 0%; GTP binding activity (percent of control), % at 10 µM; hit rate 0.055% among 190,000; AID 758;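 active means fluorescent GTP binding to Rab7 beads changed by at least 20 points from the 100% baseline, either direction, mostly lower; inconclusive means compound itself probably fluorescent, or too few beads counted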;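 further: median green fluorescence of bound Bodipy-FL-GTP per Rab7 bead population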
Cdc42 wt GTP – modulators (inhibitors or activators) of GTP binding to human Cdc42 wildtype; hit rate 0.2% among 190,000; percent activity (GTP binding), % at 10 µM; GST-Cdc42 beads, Bodipy-GTP binding, flow cytometry; actives lie on both sides;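 active means percent activity GTP binding at least 20 points away from the 100% baseline, either down as inhibitor or up as activator; inconclusive means compound flagged as likely green fluorescent from well-wide comparison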;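 further: median bead fluorescence of bound Bodipy-FL-GTP at 100 nM; 0% = excess unlabeled GTP control and 100% = no compound control; below 100% means less GTP binding so inhibitor and above means activator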
Target sequence (P60953 whole entry, looked up): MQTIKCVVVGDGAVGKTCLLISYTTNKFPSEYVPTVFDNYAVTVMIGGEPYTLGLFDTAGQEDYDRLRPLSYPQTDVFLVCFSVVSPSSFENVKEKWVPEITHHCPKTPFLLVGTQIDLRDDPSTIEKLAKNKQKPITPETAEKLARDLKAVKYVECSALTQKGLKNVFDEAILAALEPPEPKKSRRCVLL
Mcl1-Bid inh – Mcl-1/Bid interaction inhibition; Q07820; AID 1021; inhibition, % at 21.7 µM; TR-FRET Mcl-1/Bid-Dy647 peptide binding, 1536-well; hit rate 0.97% among 220,000;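 active means compounds that cut the binding signal by more than half at the single screening dose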;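 further: His-tagged Mcl-1 with europium anti-His antibody binding Bid BH3 peptide; 0% = Mcl-1 plus peptide wells and 100% = peptide-only wells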
Target sequence (Q07820 whole entry, looked up): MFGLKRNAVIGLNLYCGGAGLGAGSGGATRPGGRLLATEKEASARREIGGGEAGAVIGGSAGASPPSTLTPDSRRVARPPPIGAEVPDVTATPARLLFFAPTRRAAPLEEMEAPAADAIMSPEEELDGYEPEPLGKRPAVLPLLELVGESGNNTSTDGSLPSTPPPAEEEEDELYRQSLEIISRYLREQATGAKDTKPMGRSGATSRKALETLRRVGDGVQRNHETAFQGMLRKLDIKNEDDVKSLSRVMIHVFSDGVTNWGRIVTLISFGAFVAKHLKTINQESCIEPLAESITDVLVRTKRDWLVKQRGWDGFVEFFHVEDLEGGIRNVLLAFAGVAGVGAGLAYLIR
Bim-Mcl-1 – disrupts Bim peptide binding to human Mcl-1; Q07820; Bead-based flow cytometry, Bim peptide-Mcl-1 binding; inhibition, % at 10 µM; hit rate 0.1% among 190,000; in the data active means inhibition above about 40%;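 further: 0% = no compound tracer wells and 100% = peptide blocker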
Rac1 act GTP bind – alters GTP binding to activated mutant human Rac1 | P63000 | GST-Rac1 activated beads, fluorescent GTP binding, flow cytometry; actives lie on both sides; 100% means binding = to untreated wells | percent activity (GTP binding), % at 10 µM | hit rate 0.11% among 190,000 | AID 764;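 active means GTP binding at least 20 percentage points away from the 100% baseline, in either direction, so actives lie on both sides; inconclusive means Compound likely fluorescent itself, or too few beads counted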
Rab2 wt GTP – changes GTP binding to wildtype dog Rab2A, up or down; P61105; GST-Rab2 wt beads, Bodipy-GTP binding, flow cytometry; GTP binding activity, % at 10 µM; hit rate 0.19% among 190,000; AID 760;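 active means GTP binding activity at least 20 points away from 100%, either lowered or raised; inconclusive means signal likely due to the compound's own green fluorescence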;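 further: 0% = beads with excess unlabeled GTP and 100% = no-compound control corrected for plate trend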
Avidin bead fluor – compound fluoresces at 488/530 nm on avidin beads | compound fluorescence 488/530 nm, flow cytometry; active compounds read high | fluorescence (KMESF) at 10 µM | hit rate 0.38% among 220,000 | AID 1775; in the data active means fluorescence above about 47; further: inactives centre near 10
Mcl1 Noxa PPI – Mcl-1/Noxa interaction inhibition; inhibition, % at 21.7 µM; hit rate 1.5% among 220,000; Q07820; TR-FRET Mcl-1/Noxa peptide binding, 2 h;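 active means compounds that cut the protein-peptide binding signal by more than 50% relative to plate controls in a single-dose test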;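 further: His-tagged Mcl-1 with rhodamine Noxa BH3 peptide and terbium anti-His antibody; 0% = Mcl-1 plus Noxa peptide wells and 100% = peptide-only wells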
Rac1 wt modul – modulators of human Rac1 wildtype GTP binding; GTP binding activity (% of control), % at 10 µM; GST-Rac1 beads, fluorescent GTP binding, flow cytometry; actives lie on both sides; 0 = cold GTP competed, 100 = untreated; P63000; hit rate 0.27% among 190,000;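 active means GTP binding activity at least 20 points away from the 100% control level, either lower or higher; inconclusive means compound flagged as likely green fluorescent, judged across all proteins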
Active calls of the source: *. Hits appear at their usual frequency; overall some 2.7% were active at least once.

Results for Cc1cccc(C)c1NC(=O)NCCCN1CCN(c2ccccc2)CC1 ?
Pf gametocyte: -5; HRas wt GTP bind: 98; Rab7 wt modul: 102; Cdc42 wt GTP: 101; Mcl1-Bid inh: -20; Bim-Mcl-1: 0; Rac1 act GTP bind: 99; Rab2 wt GTP: 97; Mcl1 Noxa PPI: 17; Rac1 wt modul: 107

What do the screens show for `COC(=O)c1ccc(CSc2nnc(-c3ccncc3)n2Cc2ccccc2)o1`?
HRas wt GTP bind: inconclusive; Rab7 wt modul: inconclusive; Cdc42 wt GTP: inconclusive; Mcl1-Bid inh: -1; Bim-Mcl-1: -9; Rac1 act GTP bind: inconclusive; Rab2 wt GTP: inconclusive; Avidin bead fluor: 14; Mcl1 Noxa PPI: 15; Rac1 wt modul: inconclusive

Results for COc1ccc(NS(=O)(=O)c2ccc(OC)c(NC(=O)CCC3CCCCC3)c2)cc1 ?
Pf gametocyte: -1; HRas wt GTP bind: 99; Rab7 wt modul: 95; Cdc42 wt GTP: 100; Mcl1-Bid inh: 4; Bim-Mcl-1: -4; Rac1 act GTP bind: 98; Rab2 wt GTP: 99; Avidin bead fluor: 15; Mcl1 Noxa PPI: 5; Rac1 wt modul: 101

How did COc1cccc(CN2C(=O)c3ccccc3C2C(=O)NCC2CCCO2)c1 (centres undefined) do in these assays?
HRas wt GTP bind: 104; Rab7 wt modul: 101; Cdc42 wt GTP: 104; Mcl1-Bid inh: -20; Bim-Mcl-1: 0; Rac1 act GTP bind: 101; Rab2 wt GTP: 102; Avidin bead fluor: 16; Mcl1 Noxa PPI: 15; Rac1 wt modul: 108

Results for COc1ccc([N+](=O)[O-])cc1NC(=O)c1ccco1 ?
Pf gametocyte: 11; HRas wt GTP bind: 96; Rab7 wt modul: 98; Cdc42 wt GTP: 101; Mcl1-Bid inh: -11; Bim-Mcl-1: -3; Rac1 act GTP bind: 94; Rab2 wt GTP: 98; Avidin bead fluor: 10; Mcl1 Noxa PPI: 8; Rac1 wt modul: 101

How did CCC(C)NCCOCCOc1ccc(Cl)c2ccccc12 (centres undefined) do in these assays?
Pf gametocyte: 16; HRas wt GTP bind: 93; Rab7 wt modul: 94; Cdc42 wt GTP: 94; Mcl1-Bid inh: 25; Bim-Mcl-1: 0; Rac1 act GTP bind: 93; Rab2 wt GTP: 95; Avidin bead fluor: 9; Mcl1 Noxa PPI: 29; Rac1 wt modul: 93

How did c1coc(-c2ccnc(-n3cccc3)n2)c1 do in these assays?
HRas wt GTP bind: 99; Rab7 wt modul: 106; Cdc42 wt GTP: 96; Mcl1-Bid inh: -10; Bim-Mcl-1: -1; Rac1 act GTP bind: 97; Rab2 wt GTP: 99; Avidin bead fluor: 12; Mcl1 Noxa PPI: 4; Rac1 wt modul: 103

What do the screens show for `CCCCOP(=O)(OCCCC)C(O)c1ccc(Br)cc1` (centres undefined)?
Pf gametocyte: -2; HRas wt GTP bind: 97; Rab7 wt modul: 98; Cdc42 wt GTP: 99; Mcl1-Bid inh: 9; Bim-Mcl-1: -2; Rac1 act GTP bind: 99; Rab2 wt GTP: 95; Avidin bead fluor: 11; Mcl1 Noxa PPI: 2; Rac1 wt modul: 101

How did COc1cccc(/C=c2\sc3nc(-c4cccs4)nn3c2=O)c1OC do in these assays?
Pf gametocyte: -29; HRas wt GTP bind: 101; Rab7 wt modul: 102; Cdc42 wt GTP: 99; Mcl1-Bid inh: -13; Bim-Mcl-1: 0; Rac1 act GTP bind: 98; Rab2 wt GTP: 102; Avidin bead fluor: 7; Mcl1 Noxa PPI: 17; Rac1 wt modul: 107

Results for COc1ccc(C2OC(=O)CC2C(=O)NCc2ccc(Cl)cc2)cc1OC (centres undefined) ?
HRas wt GTP bind: 92; Rab7 wt modul: 91; Cdc42 wt GTP: 98; Mcl1-Bid inh: -33; Bim-Mcl-1: 1; Rac1 act GTP bind: 92; Rab2 wt GTP: 95; Avidin bead fluor: 14; Mcl1 Noxa PPI: 6; Rac1 wt modul: 92

What do the screens show for `COc1ccc(C)cc1NS(=O)(=O)c1cc(C)ccc1C`?
HRas wt GTP bind: 105; Rab7 wt modul: 105; Cdc42 wt GTP: 104; Mcl1-Bid inh: -29; Bim-Mcl-1: -4; Rac1 act GTP bind: 100; Rab2 wt GTP: 102; Avidin bead fluor: 18; Mcl1 Noxa PPI: 7; Rac1 wt modul: 107

What do the screens show for `N/C(=N\N=C\c1ccco1)SC1CC(=O)N(c2ccc(C(=O)O)cc2)C1=O` (centres undefined)?
Pf gametocyte: -22; HRas wt GTP bind: 94; Rab7 wt modul: 95; Cdc42 wt GTP: 95; Mcl1-Bid inh: -38; Bim-Mcl-1: 0; Rac1 act GTP bind: 92; Rab2 wt GTP: 95; Avidin bead fluor: 10; Mcl1 Noxa PPI: -3; Rac1 wt modul: 98

What do the screens show for `COc1ccc(C2CCCN2C(=O)Nc2ccc(C)c(C)c2)cc1OC` (centres undefined)?
HRas wt GTP bind: 97; Rab7 wt modul: 103; Cdc42 wt GTP: 98; Mcl1-Bid inh: -7; Bim-Mcl-1: 0; Rac1 act GTP bind: 98; Rab2 wt GTP: 97; Avidin bead fluor: 7; Mcl1 Noxa PPI: -2; Rac1 wt modul: 102

What do the screens show for `CC(C)CN(CC(C)C)S(=O)(=O)N1CCC(C(=O)NCc2ccco2)CC1`?
Pf gametocyte: 11; HRas wt GTP bind: 96; Rab7 wt modul: 102; Cdc42 wt GTP: 94; Mcl1-Bid inh: -20; Bim-Mcl-1: -1; Rac1 act GTP bind: 94; Rab2 wt GTP: 98; Avidin bead fluor: 26; Mcl1 Noxa PPI: -1; Rac1 wt modul: 100

How did Cc1cccnc1NC(=S)NC(=O)c1cccs1 do in these assays?
HRas wt GTP bind: 100; Rab7 wt modul: 94; Cdc42 wt GTP: 103; Mcl1-Bid inh: -22; Bim-Mcl-1: 0; Rac1 act GTP bind: 98; Rab2 wt GTP: 96; Avidin bead fluor: 22; Mcl1 Noxa PPI: 3; Rac1 wt modul: 102

How did Cc1noc(C)c1C(=O)OCC(=O)Nc1ccccc1Oc1ccccc1 do in these assays?
HRas wt GTP bind: 100; Rab7 wt modul: 100; Cdc42 wt GTP: 103; Mcl1-Bid inh: 0; Bim-Mcl-1: -3; Rac1 act GTP bind: 102; Rab2 wt GTP: 100; Avidin bead fluor: 6; Mcl1 Noxa PPI: -16; Rac1 wt modul: 104

What do the screens show for `CCCCNC(=O)CCCCC(=O)N/N=C/c1cccc(Cl)c1`?
HRas wt GTP bind: 96; Rab7 wt modul: 97; Cdc42 wt GTP: 101; Mcl1-Bid inh: -24; Bim-Mcl-1: -1; Rac1 act GTP bind: 100; Rab2 wt GTP: 97; Avidin bead fluor: 6; Mcl1 Noxa PPI: -3; Rac1 wt modul: 101

How did Cc1ccc(NC(=O)c2c([N+](=O)[O-])c(C(C)(C)C)nn2C)cc1 do in these assays?
Pf gametocyte: 14; HRas wt GTP bind: 100; Rab7 wt modul: 102; Cdc42 wt GTP: 95; Mcl1-Bid inh: -9; Bim-Mcl-1: -4; Rac1 act GTP bind: 98; Rab2 wt GTP: 98; Avidin bead fluor: 2; Mcl1 Noxa PPI: 13; Rac1 wt modul: 103

What do the screens show for `CC(C)(C)NC(=O)COC(=O)c1cc(Cl)ccc1[N+](=O)[O-]`?
Pf gametocyte: -6; HRas wt GTP bind: 98; Rab7 wt modul: 102; Cdc42 wt GTP: 96; Mcl1-Bid inh: -7; Bim-Mcl-1: 0; Rac1 act GTP bind: 98; Rab2 wt GTP: 98; Avidin bead fluor: 13; Mcl1 Noxa PPI: 0; Rac1 wt modul: 97

How did COC(=O)c1cc(S(=O)(=O)N2CCOCC2)c(N2CCOCC2)cc1N1CCOCC1 do in these assays?
Pf gametocyte: -18; HRas wt GTP bind: 98; Rab7 wt modul: 97; Cdc42 wt GTP: 100; Mcl1-Bid inh: 1; Bim-Mcl-1: -6; Rac1 act GTP bind: 97; Rab2 wt GTP: 100; Avidin bead fluor: 7; Mcl1 Noxa PPI: 22; Rac1 wt modul: 101

How did CN(C)c1nc(-c2ccc([N+](=O)[O-])cc2)cs1 do in these assays?
HRas wt GTP bind: 98; Rab7 wt modul: 96; Cdc42 wt GTP: 96; Mcl1-Bid inh: -7; Bim-Mcl-1: 0; Rac1 act GTP bind: 99; Rab2 wt GTP: 100; Avidin bead fluor: 11; Mcl1 Noxa PPI: 8; Rac1 wt modul: 98

Results for CC(C)C(c1nnnn1Cc1ccccc1)N(Cc1ccco1)Cc1cccs1 (centres undefined) ?
HRas wt GTP bind: 94; Rab7 wt modul: 92; Cdc42 wt GTP: 94; Mcl1-Bid inh: -6; Bim-Mcl-1: -1; Rac1 act GTP bind: 92; Rab2 wt GTP: 92; Avidin bead fluor: 33; Mcl1 Noxa PPI: 5; Rac1 wt modul: 95

Results for COc1ccc(NC(=S)N2CCc3ccccc3C2)cc1OC ?
HRas wt GTP bind: 93; Rab7 wt modul: 98; Cdc42 wt GTP: 96; Mcl1-Bid inh: -56; Bim-Mcl-1: -1; Rac1 act GTP bind: 93; Rab2 wt GTP: 97; Avidin bead fluor: 9; Mcl1 Noxa PPI: -2; Rac1 wt modul: 102

How did Clc1ccc(-c2ncc3ccccn23)c(Cl)c1 do in these assays?
Pf gametocyte: 2; HRas wt GTP bind: 97; Rab7 wt modul: 100; Cdc42 wt GTP: 94; Mcl1-Bid inh: -13; Bim-Mcl-1: 2; Rac1 act GTP bind: 94; Rab2 wt GTP: 100; Avidin bead fluor: 10; Mcl1 Noxa PPI: 26; Rac1 wt modul: 97

What do the screens show for `CCOC(=O)CC(NC(=O)c1ccco1)c1ccc(C)cc1` (centres undefined)?
HRas wt GTP bind: 102; Rab7 wt modul: 106; Cdc42 wt GTP: 103; Mcl1-Bid inh: -18; Bim-Mcl-1: -3; Rac1 act GTP bind: 98; Rab2 wt GTP: 103; Avidin bead fluor: 14; Mcl1 Noxa PPI: -1; Rac1 wt modul: 105

Assay outcomes from PubChem BioAssay.
